MC4R antagonist: blocks human MC4R cAMP signaling | MC4R-expressing cells, MTII-stimulated cAMP, LANCE TR-FRET | inhibition, % at 6.5 µM | hit rate 0.48% among 360,000;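 active means inhibition above its plate's cutoff, the mean of tested wells on that plate plus 3 SD, cut at about 29% in these data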;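 further: 0% = Melanotan II alone and 100% = Melanotan II plus saturating MCL0020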
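Test system: U2OS cells stably expressing human melanocortin 4 receptor (MC4R); also added: Melanotan II challenge; compound: 6.5 µM single dose; timing: 30-min compound preincubation, 1-h Melanotan II challenge, 1-h detection, room temperature; signal: Eu-cAMP/anti-cAMP TR-FRET, emission 671 nm; repeats: one well per compound, no replicates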
Glyco luc inh: blocks N-linked glycosylation in D54 reporter cells | D54 ERlucT glycosylation luciferase reporter, 24 h; percent of 100 nM tunicamycin response | reporter increase, % at 12.5 µM | hit rate 0.23% among 360,000;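 active means mean luciferase reporter signal, scaled so untreated is 0 and the glycosylation-blocking control 100, at or above a set limit in every replicate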;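 further: luciferase carries N-glycosylation sites so blocking glycosylation raises the light; 0% = median of neutral control wells and 100% = median of 100 nM tunicamycin wells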
ABHD5-PLIN5 inh: inhibitors of human ABHD5-perilipin-5 interaction. inhibition, % at 4 µM. Split G. princeps luciferase complementation, luminescence, 4 h. hit rate 0.78% among 360,000. Q00G26+Q8WTS1;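 active means inhibition above the mean inhibition across every tested compound plus 3 SD, cut at about 22% in these data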;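 further: 0% = DMSO only wells and the 100% control is not disclosed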
Target sequence (Q00G26 whole entry, looked up): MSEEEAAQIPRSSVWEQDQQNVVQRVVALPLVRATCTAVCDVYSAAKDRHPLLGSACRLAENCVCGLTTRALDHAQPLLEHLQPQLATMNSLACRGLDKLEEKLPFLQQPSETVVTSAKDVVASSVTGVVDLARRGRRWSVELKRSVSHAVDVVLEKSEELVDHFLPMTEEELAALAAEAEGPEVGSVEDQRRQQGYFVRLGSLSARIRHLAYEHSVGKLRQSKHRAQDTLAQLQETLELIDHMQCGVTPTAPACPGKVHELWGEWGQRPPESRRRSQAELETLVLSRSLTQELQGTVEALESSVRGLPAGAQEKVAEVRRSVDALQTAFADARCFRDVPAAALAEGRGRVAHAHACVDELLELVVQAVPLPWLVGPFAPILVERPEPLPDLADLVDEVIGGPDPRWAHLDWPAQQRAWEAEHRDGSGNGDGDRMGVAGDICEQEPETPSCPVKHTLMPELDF
Target sequence (Q8WTS1 whole entry, looked up): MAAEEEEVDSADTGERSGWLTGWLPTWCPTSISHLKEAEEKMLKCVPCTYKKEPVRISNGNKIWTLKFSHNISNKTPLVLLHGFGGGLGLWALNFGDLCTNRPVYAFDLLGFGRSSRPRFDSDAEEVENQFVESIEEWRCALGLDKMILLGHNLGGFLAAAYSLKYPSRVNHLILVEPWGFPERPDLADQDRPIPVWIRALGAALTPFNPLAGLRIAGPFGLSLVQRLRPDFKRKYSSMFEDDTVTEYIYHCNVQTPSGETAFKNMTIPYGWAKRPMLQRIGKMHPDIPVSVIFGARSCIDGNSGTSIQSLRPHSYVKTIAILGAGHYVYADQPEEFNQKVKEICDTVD
ABCB6 inh MLPCN: human ABCB6 transporter inhibition. hit rate 0.19% among 360,000. K562-ABCB6 porphyrin accumulation, flow cytometry, 1 h; stronger effect = lower value. fluorescence ratio to DMSO, % at 10 µM. Q9NP58;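 active means fluorescence ratio to DMSO below 75%, the collection mean minus 3 SD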;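 further: signal is porphyrin accumulated inside mitochondria; 100% equals median channel fluorescence of DMSO control wells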
HTR2A ag: agonists of mouse serotonin 5-HT2A receptor (HTR2A) | AID 624169 | CHO-K1 mHTR2A beta-arrestin complementation, luminescence; percent of 30 µM serotonin response | P35363 | hit rate 0.66% among 360,000 | activation, % at 7.6 µM;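 active means activation above a run cutoff, the mean activation of all tested compounds plus 3 SD, cut at about 14% in these data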;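 further: 0% = plate median of compound wells and 100% = 30 µM serotonin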
Cardio protect: myocardial damage modulation in H9c2 cells; hit rate 0.63% among 360,000; H9c2 cardiomyocytes, H2O2 injury protection, ATPLite, 2 h; protection from H2O2 cell death, % at 20 µM;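 active means compounds giving at least 50% protection of heart cells from peroxide-induced death in the single-dose screen, raw or plate-pattern-corrected value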;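 further: 0% = DMSO wells with peroxide and 100% = DMSO wells without peroxide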
MC4R barr agon: agonists of human melanocortin 4 receptor (MC4R) beta-arrestin; P32245; U2OS MC4R beta-arrestin complementation, luminescence; percent of melanotan II response, DMSO zero; activation, % at 8.9 µM; hit rate 0.98% among 360,000;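 active means activation above a per-plate cutoff, the mean activation of sample wells on that plate plus 3 SD, cut at about 8% in these data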
TLR9-MyD88 inh: TLR9-MyD88 interaction inhibition; Q9NR96+Q99836; CHO BLA complementation TLR9-MyD88, CCF4 FRET ratio; inhibition, % at 4.98 µM; hit rate 0.21% among 340,000; AID 504734;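 active means inhibition above the mean over all tested compounds plus 3 SD, cut at about 21% in these data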;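 further: 0% = DMSO only wells and 100% = clavulanate BLA inhibitor control wells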
NOD2-RIPK2 inh: NOD2-RIPK2 protein interaction inhibition; O43353; CHO BLA complementation NOD2-RIPK2, CCF4 ratio; inhibition, % at 4.98 µM; hit rate 0.38% among 360,000; AID 624267; in the data active means inhibition above about 21%;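 further: 0% = vehicle only and 100% = reference blocker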
SRC2 inh: human SRC2 (NCOA2) inhibition | HEK293 GAL4-SRC2 luciferase reporter, luminescence | Q15596 | hit rate 0.17% among 370,000 | AID 651957 | inhibition, % at 9 µM;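 active means inhibition above the mean inhibition of all tested compounds plus 3 SD, set per campaign, cut at about 52% in these data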;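 further: 0% = DMSO treated cells and 100% = cells given Gossypol at 36 µM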
Starred values were filed as active, the others as inactive; i = inactive; . = not tested or not shown. An excerpt (hit frequency here may not be typical).

SMILES	MC4R antagonist	Glyco luc inh	ABHD5-PLIN5 inh	ABCB6 inh MLPCN	HTR2A ag	Cardio protect	MC4R barr agon	TLR9-MyD88 inh	NOD2-RIPK2 inh	SRC2 inh
CCN(CC)CCNC(=O)C1c2ccccc2C(=O)N(C)C1c1cn(C)c2ccccc12 (centres undefined)	10	0	3	97	1	10	-1.9	6	-1	-26
Cc1cc(NS(=O)(=O)c2ccc(Nc3nc(-c4sc(N)nc4C)cs3)cc2)no1	-8	0	-4	96	1	3	-3.1	-3	-9	.
O=C(CCCN1C(=O)C2CCCCN2C1=O)N1CCN(c2ccc([N+](=O)[O-])cc2)CC1 (centres undefined)	7	-1	10	100	3	-8	-1.1	-3	-15	13
Cc1ccc(Cn2c(NCCCn3ccnc3)nc3c2c(=O)n(C)c(=O)n3C)cc1	13	2	-3	122	-2	35	1.0	5	1	-16
O=C1CCCN1CCC1CCCCN1Cc1nc(-c2cnccn2)no1 (centres undefined)	13	0	-1	100	1	2	-0.8	-3	-6	-14
CC[C@H]1C=C[C@@H](C(C(=O)OC)C(=O)OC)CN1C(C)=O	4	0	-13	99	-1	41	-0.3	-4	-3	13
COc1cccc(-n2cnc3c(sc4nc(N5CCOCC5)c5c(c43)CCCC5)c2=O)c1	11	-7	-1	96	4	3	-1.3	1	2	-4
CN(C(=O)CSc1ncnc2scc(-c3ccccc3)c12)C1CCS(=O)(=O)C1 (centres undefined)	8	0	-2	103	3	4	-2.9	-4	2	8
O=C(c1ccccc1Cc1ccccc1)N1CCN(S(=O)(=O)c2ccccc2Br)CC1	2	-3	-2	99	3	-4	-2.7	5	-3	0
CN(CCc1ccccc1)C(=O)c1cccc(NC(=O)Cc2cccc(NC(=O)C3CCN(C(=O)C4CCCCC4)CC3)c2)c1	5	-2	-2	100	-1	-3	0.5	-5	0	14
CC(C)C(CCN1C(=O)CCC1=O)C1CCOC(C)(C)C1 (centres undefined)	4	1	-3	99	5	3	-0.4	5	-3	16
CC(Sc1ccccc1)C(=O)N/N=C/c1ccccc1 (centres undefined)	0	0	1	100	2	-2	0.4	-2	4	-5
CCOC(=O)N1CCC(NC(=O)c2sc3nc4n(c(=O)c3c2C)CCCC4)CC1	5	3	-2	97	0	9	-3.1	4	7	11
CCn1nc(C(=O)NNS(=O)(=O)c2cc(/C=C/C(=O)O)cc(OC)c2OC)c2ccccc2c1=O	0	0	7	99	-2	3	-2.5	2	-12	-10
CC(NC(=O)c1ccc2ccccc2n1)c1ccc(Br)cc1 (centres undefined)	6	-2	-2	99	-8	-1	-2.0	-8	1	-2
O=C(CCC1CCCC1)Nc1ccc(OCC(=O)N2CCOCC2)cc1	7	3	3	102	-2	-19	-0.1	7	-4	-44
NC(=O)CC1C(=O)N(c2ccccc2)C(=S)N1NC(=O)c1ccc(Br)cc1 (centres undefined)	4	0	-7	92	-1	-9	-1.8	6	3	-39
Cc1cc(-c2ccc(C)c(S(=O)(=O)NCCc3ccco3)c2)on1	15	0	-2	98	1	-3	-1.5	5	-17	-16
Cn1cc(/C=C/c2cc[n+](C)cc2)c2cc(F)ccc21	-18	-1	0	i	8	-14	1.5	1	-1	.
CCOc1ccc(OCCN(C)Cc2ccccc2)cc1	-1	-1	0	97	-3	-2	-1.5	6	2	1
Cc1cc2cc(C)c(NCCNC(=O)c3ccccc3Cl)nc2cc1C	-1	-3	5	92	-6	-8	-0.8	-10	5	3
Cc1ccccc1-c1nc(CS(=O)CC(=O)NC(C)CCc2ccccc2)c(C)o1 (centres undefined)	4	0	-3	97	-1	-2	-2.8	-7	2	.
O=C(NCCCSc1ccccc1)c1cnc(Cl)c(Cl)c1	13	0	-2	98	-1	3	-0.3	0	8	-6
N#Cc1ccc(C(=O)Nc2nnc(-c3ccccn3)o2)cc1	2	-6	1	98	1	2	0.3	-1	12	-23
COc1ccc(N2CCN(C(=O)CNC(=O)c3ccco3)CC2)cc1	-1	3	-3	101	6	9	-2.6	-10	3	-5
CCNC(=O)C1(C)CCCN(Cc2cccc3c(OC)cc(C(=O)OCC)cc23)C1 (centres undefined)	2	-1	-2	104	2	-2	-0.7	.	3	-6
COC(=O)Cc1c(O)ccn(Cc2cccc(C(F)(F)F)c2)c1=O	0	-1	1	99	0	6	-2.1	-4	-9	-10
Cc1nn2c(=O)cc(CSCC(=O)Nc3ccccc3Cl)nc2s1	9	3	-8	96	0	1	0.1	4	-2	-9
COC(=O)c1ccc(C(=O)OC)c(NS(=O)(=O)c2ccc(NC(C)=O)cc2)c1	7	2	10	100	-2	8	1.0	-2	0	-6
Cc1nc2ccccc2nc1OCC(=O)Nc1ccc2ccccc2c1	12	-2	0	103	-1	1	8.2	0	5	4
CCCCCn1c(CN2CCCCC2C)nc2c1c(=O)n(C)c(=O)n2C (centres undefined)	-6	.	-7	98	0	10	-0.6	0	-1	-6
Cn1c(=O)c2c(nc(NC3CCCCC3)n2CC(O)COc2ccccc2)n(C)c1=O (centres undefined)	17	1	-2	85	-1	20	0.4	-9	2	-17
CC(OC(=O)C1CCC1)C(=O)Nc1cc(Cl)cc(Cl)c1 (centres undefined)	1	1	1	102	8	-19	2.0	9	-5	-9
CN(C)c1cc(Nc2cccc(O)c2)c([N+](=O)[O-])c2nonc12	-3	3	5	99	-1	-9	0.2	7	-9	-7
COc1ccc(S(=O)(=O)N2CCC3CC2c2cc(-c4ccc5c(c4)OCO5)ccc23)cc1 (centres undefined)	.	-1	-3	87	2	1	.	.	6	4
CCN1CCCC1CNC(=O)c1ccc(Sc2ccccc2Cl)c([N+](=O)[O-])c1 (centres undefined)	-7	-5	6	100	-9	11	-1.5	3	7	-8
CN(C)C(CNC(=O)c1ccc(C(F)(F)F)cc1)c1ccco1 (centres undefined)	1	0	5	93	-1	1	1.0	1	-7	-14
CC(=O)C1(O)CCC2C3CCC4CC(=O)CCC4(C)C3C(=O)CC21C (centres undefined)	-2	8	3	98	2	0	-0.4	-3	-4	-13
O=C(NCc1ccco1)C(c1cccnc1)N(C(=O)Cn1nnc2ccccc21)c1ccccc1 (centres undefined)	17	0	-6	95	6	2	0.5	-10	4	14
CC1=Nn2c(nnc2-c2cc(C)[nH]n2)SC1	-1	-1	7	96	-3	9	-0.3	4	-2	-10

Two compounds picked at random from the list so far, as already listed:
SMILES	MC4R antagonist	Glyco luc inh	ABHD5-PLIN5 inh	ABCB6 inh MLPCN	HTR2A ag	Cardio protect	MC4R barr agon	TLR9-MyD88 inh	NOD2-RIPK2 inh	SRC2 inh
COc1cccc(-n2cnc3c(sc4nc(N5CCOCC5)c5c(c43)CCCC5)c2=O)c1	11	-7	-1	96	4	3	-1.3	1	2	-4
Cc1cc(NS(=O)(=O)c2ccc(Nc3nc(-c4sc(N)nc4C)cs3)cc2)no1	-8	0	-4	96	1	3	-3.1	-3	-9	.

Following part.
SMILES	MC4R antagonist	Glyco luc inh	ABHD5-PLIN5 inh	ABCB6 inh MLPCN	HTR2A ag	Cardio protect	MC4R barr agon	TLR9-MyD88 inh	NOD2-RIPK2 inh	SRC2 inh
O=C(Cn1nnc(-c2ccccc2NC(=O)c2ccco2)n1)Nc1ccccc1	-10	6	-5	102	-1	-7	5.5	-3	-3	.
COc1ccc(CNCc2cccc(OC)c2OC)cc1Br	14	-3	-2	97	-5	-4	0.2	5	-5	12
CCCC#Cc1cnc2c(c1)C(=O)N([C@H](C)CO)C[C@H](C)[C@@H](CN(C)C(=O)CCN1CCCCC1)O2	-2	0	6	102	0	-4	1.2	1	-5	-30
OCCNc1nc(Nc2ccc(Cl)cc2)nc(N2CCCC2)n1	2	3	10	97	1	-4	0.6	-9	3	22
CCCn1c(NC(=O)c2ccc(Cl)c(S(=O)(=O)N3CCCC3)c2)nc2ccccc21	9	-5	-1	90	-3	61*	-2.3	1	2	21
COc1ccc(-c2[nH]n(-c3ccc([N+](=O)[O-])cc3)c(=O)c2C=NCc2ccccc2)cc1	-3	-3	5	102	1	-8	-1.9	-4	3	-4
CC(N)C(=O)NC(C(=O)NC(C)C(=O)Nc1cccc2ccccc12)C(C)C (centres undefined)	7	2	-12	110	4	-30	1.3	.	-4	2
CC(Oc1ccc(/C=N/NC(=O)Cc2cccc3ccccc23)cc1)C(=O)O (centres undefined)	-7	0	-7	105	-1	-1	-0.1	-10	4	12
COc1ccc(N2C(=O)C3CCCN3C2c2cccc(Br)c2)cc1 (centres undefined)	3	2	-4	104	1	12	-0.6	0	5	-2
COc1ccccc1CNC(=O)C1CCN(S(=O)(=O)c2cccc([N+](=O)[O-])c2)CC1	12	-1	7	101	1	-1	-1.9	5	4	-41
COc1ccc2c(COC(=O)c3n[nH]c4ccccc34)cc(=O)oc2c1	1	-1	-10	92	-1	0	7.4	-4	0	-67
O=C(Nc1ccc(-c2nnc3n2CCCCC3)cc1)c1cc2ccccc2o1	6	-6	0	95	-2	8	-1.1	4	-4	10
CC1CCCC(C)N1C(=O)COC(=O)CSc1ccc(C(N)=O)cc1[N+](=O)[O-] (centres undefined)	1	2	4	98	16*	3	-1.0	0	-15	12
CCN(CC(=O)Nc1cc(S(=O)(=O)N2CCOCC2)ccc1Cl)Cc1ccccc1	6	-10	5	98	-8	-14	-1.1	-6	-3	22
Cc1ccc(C)c(OCCC(=O)OCC(=O)Nc2cc(S(=O)(=O)N3CCCCC3)ccc2C)c1	5	2	-4	95	-2	-1	2.6	5	1	-5
Cc1nc2ccccc2c(=O)n1NC(=O)c1ccc(Cl)cc1	11	-3	-1	96	2	7	-0.8	1	2	5
COc1ccc(NC(=O)COc2ccc(/C=C/c3cccc[n+]3C)cc2OC)cc1	10	0	7	104	5	-2	0.6	-17	7	-15
Cc1c(C#N)c(N)nc(Cl)c1C#N	0	-4	3	105	6	8	2.4	4	2	29
COc1cc(/C(C#N)=C/c2ccccc2)c([N+](=O)[O-])cc1OC	6	-2	2	101	-9	4	-2.7	5	-6	-13
C/C(=N\S(=O)(=O)c1ccc(C)cc1)N1CCCCC1	5	1	-5	92	-2	-6	0.6	13	-4	6
O=C(COC(=O)c1cc(-c2ccccc2)nc2ccccc12)NC1CC1	1	0	-1	105	-3	4	-1.6	-1	3	19
O=C1CCC(C(=O)Nc2ccccc2N2CCOCC2)=NN1	7	3	12	103	4	6	2.0	-6	3	18
CCOCc1nc(N)nc(N)c1-c1cccc(Cl)c1	31*	1	5	96	-3	0	-1.2	-1	-5	-7
CCOc1ccc(S(=O)(=O)N(CC(=O)N2CCc3ccccc32)Cc2ccco2)cc1	5	-1	-8	88	-3	-11	-2.1	4	3	-10
Cc1cc(Cl)cc(Br)c1OCCNCC(C)O (centres undefined)	0	-1	6	100	6	-2	-0.2	8	-4	-20
COc1ccccc1/C=N/OCC(=O)NCc1ccc2c(c1)OCO2	4	1	-1	101	6	-6	1.9	2	-5	15
COc1ccc(CC(=O)N/N=C(\C)c2cccnc2)cc1OC	2	0	12	103	4	4	-1.8	1	-3	-16
CCOc1ccc(NC(=O)c2cc3ccccc3cc2O)cc1	6	-1	-2	91	-2	-18	2.1	8	5	-45
